# Screens deposited in PubChem by several laboratories.
# T cell modulator: modulates CD8 T cell binding to vesicles | calls only at 7 µM | 0.068% of 330,000 active | AID 2052 | 2C CD8+ T cell-vesicle binding, flow cytometry; hits give low values;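 active means response, share of CD8 T cells binding vesicles, and their 90th percentile fluorescence all below set limits, cut at about 80% in these data, passing the limit was not always enough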
#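 Also added: QL9-peptide-loaded Drosophila micro-vesicles bearing Ld, ICAM-1 and B7-1; Test system: purified 2C TCR transgenic mouse naive CD8+ T cells; Measured by: cytometric PE anti-B7-1 and Alexa647 anti-CD8 signals after 1% paraformaldehyde fixation; Timing: binding step 1.5 h, 37 °C, antibody labelling 20 min, ice.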
# Hep lipid drop: hepatic lipid droplet formation modulation; AML12 mouse hepatocytes, oleate lipid droplets, BODIPY imaging; inhibition, % at 6.5 µM; 0.4% of 240,000 active; AID 1656;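 active means lipid droplet intensity inhibited by at least 50%, with more than 500 cells counted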
#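 Assay system: AML12 hepatocytes (mouse); Probe or stimulus: oleic acid at 100 µM to induce lipid droplet formation; Dosing: compound at 6.5 µM only; Schedule: compound with oleate, overnight; Detection: fluorescence imaging, 20x objective, two fields per well; Measure: % inhibition of lipid droplet signal.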
# human PMI inhibitors: human PMI inhibitors, high substrate, primary screen, biochemical, fluorescence intensity, high mannose 6-phosphate (AID 1220); recombinant PMI enzyme, coupled fluorescence intensity; higher % means a stronger effect; 0.66% of 190,000 active; one-dose inhibition, % at 20 µM; IC50 in µM for titrated hits
# Insulin prom up: MIN6 insulin promoter up-regulation; MIN6 insulin promoter-GFP reporter, high-content imaging; hits give high values; z-score at 5 µM; 0.3% of 190,000 active;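 active means z-score above 3 at 5 µM with at least 500 cells counted in the well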
# TNAP activators: stimulation of alkaline phosphatase TNAP activity – biochemical, luminescent, no phosphate acceptor, uHTS, primary screen (AID 1001) | purified TNAP, luminescent activation assay, no phosphate acceptor; higher activation fold means a stronger effect | one-dose activation fold at 20 µM; EC50 in µM for titrated hits | 0.03% of 200,000 active; in the data active means activation fold from about 3, or a potency from the dose series; inactive means the rest, 99 in 100 with activation fold below about 1.6; further: many of its hits are not listed in these tables
# Autophagy mod: alters autophagy in cells; 0.98% of 190,000 active; calls only at 10 µM (by protocol); MEF GFP-LC3 puncta imaging; test concentration mostly 10 µM;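 active means percentage of spot-positive cells more than 3 SD above its plate mean, without a fluorescence outlier flag or 80% toxicity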;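 further: spot-positive cell cutoff set from DMSO-treated cells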
# bCat nuc transl: alters nuclear translocation of beta-catenin in HeLa cells. immunofluorescence imaging. nuclear translocation activity, % at 5 µM. 0.3% of 190,000 active. AID 1665;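 active means nuclear translocation activity above 50% at 5 µM, with a well cell count of 50 or more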;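 further: per-cell ratio of nuclear to cytoplasmic median beta-catenin stain intensity; plate controls were DMSO negative control for no effect and GSK-3 inhibitor IX positive control for full effect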
#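 Assay system: human HeLa cells, native beta-catenin; doses: 5 µM primary, 0.02–20 µM confirmation; incubation: compound treatment 24 h, 37°C, 5% CO2; technique: fluorescence imaging of beta-catenin antibody stain plus DAPI; measure: % activation, nuclear-to-cytoplasmic median beta-catenin signal ratio per cell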
# MT stabilize HCS: stabilizes microtubules in HeLa cells; HeLa tubulin immunostaining HCS, 24 h; share of cells brighter than vehicle mean+2SD; % tubulin-high responders, % at 10 µM; 0.83% of 200,000 active;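 active means plate Z-score above 3 for both tubulin-high and condensed-nucleus cell shares, with cell loss under 80%, at 10 µM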;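 further: anti alpha tubulin signal scored within the nucleus-defined area of each cell; some results filed as inactive read as strong as hits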
# PMI inhibitors: MPI enzyme activity inhibition – biochemical, fluorescence intensity, coupled assay, primary screen (AID 1209). purified PMI enzyme, coupled fluorescence intensity; higher % means a stronger effect. inhibition, % at 20 µM, or IC50 in µM where a hit was titrated. 0.42% of 190,000 active;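 further: plate controls were DMSO vehicle for no effect and wells lacking substrate for full effect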
# Insulin prom up cell count: further read-out of Insulin prom up, marked with its call; cell count; measured here: cytotoxicity, nuclei count;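 total cells summed across four imaged fields per well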
# Hep lipid drop cells 6.5 µM: recorded beside Hep lipid drop, whose call it bears; cell count; measured here: cell count, cytotoxicity flag;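 cells counted across two imaged fields per well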
# bCat nuc transl cell count 5 µM: also measured in bCat nuc transl; calls as there; cell count; measured here: cell count, cytotoxicity flag
# T cell modulator vesicle-bound %: further read-out of T cell modulator, marked with its call; double positive events, %; measured here: CD8+ vesicle-bound cell fraction;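 binding gate set so that unloaded-vesicle control wells show 10% double positive cells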
# MT stabilize HCS Hoechst-high %: further read-out of MT stabilize HCS, marked with its call; % Hoechst-high responders; measured here: nuclear condensation Hoechst responders;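 share of cells brighter than vehicle mean plus two SD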
# MT stabilize HCS cytotoxicity %: also measured in MT stabilize HCS; calls as there; toxicity, %; measured here: cytotoxicity by cell density;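 0% = mean cell density of plate MIN control wells and 100% = no cells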
# Autophagy mod cell loss 18 h: further read-out of Autophagy mod, marked with its call; toxicity, %; measured here: cell loss, nuclei count;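 cell loss after 18 h compound exposure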
# * hit, by the source's call; i = inactive; · = not tested or not shown. Unless noted, no stated cut-off is given here; in the data, active means inhibition above about 50%; inactive means the rest.
item	structure	T cell modulator	T cell modulator vesicle-bound %	Hep lipid drop	Hep lipid drop cells 6.5 µM	human PMI inhibitors	Insulin prom up	Insulin prom up cell count	TNAP activators	Autophagy mod	Autophagy mod cell loss 18 h	bCat nuc transl	bCat nuc transl cell count 5 µM	MT stabilize HCS	MT stabilize HCS Hoechst-high %	MT stabilize HCS cytotoxicity %	PMI inhibitors
1	COC(=O)c1[nH]c2cccc(OC)c2c1NC(=O)CCN1CCC(C)CC1	i	44	·	·	4%	-0.83	1007	1.1	i	0	-1.5	1175	6.8	2.4	0.5	1%
2	Cc1cccc(C(=O)NC(=S)NCc2cccnc2)c1	i	39	14	651	2%	-0.37	1320	1	i	7	·	·	3.1	3.2	10	-7%
3	O=C(O)CCCCCNC(=O)c1ccccc1	i	48	·	·	-2%	-1.1	882	1.3	i	-11	·	·	1.8	1.2	3.3	-4%
4	COCCNc1nnnc2c1sc1nc(N3CCOCC3)c3c(c12)CCCC3	·	·	8	702	4%	-0.46	1350	1.1	i	15	-0.1	1436	3.4	1.1	7.7	14%
5	O=C(CSC1=NCCN1)NC(c1ccccc1)c1ccccc1	i	36	1	650	5%	·	·	1.1	i	11	2.4	1028	5.3	3.2	5.6	1%
6	CCOc1ncccc1C(=O)Nc1ncc(C)s1	i	18	-6	701	8%	-1.6	1326	1.1	i	5	-3.0	1072	1.9	1.9	4.0	7%
7	Cc1ccc(C(=O)Nc2nc3ccccc3n2CCN2CCCC2)cc1	i	52	·	·	-10%	-0.72	1053	1.1	i	-3	-1.5	1172	2.4	1.6	12	-15%
8	NS(=O)(=O)c1ccc(CCNC(=O)CSc2ccc3ccccc3c2)cc1	i	42	6	719	-9%	-0.53	1212	1	i	-2	-1.5	1167	4.9	2.1	9.3	-13%
9	CCC(c1nnc(SCC(=O)N2CCOCC2)n1C1CCCCC1)N(C)C (stereo not given)	i	53	0	707	·	1.5	1453	·	·	·	1.0	1270	·	·	·	·
10	Cc1cc(C)c(NC(=O)c2sc3nc(C)[nH]c(=O)c3c2C)c(C)c1	i	49	-4	681	-6%	-0.47	1295	1.1	i	8	4.3	964	3.0	1.8	5.6	-3%
11	O=C(CC1(O)C(=O)Nc2cc(Cl)cc(Cl)c21)c1ccncc1 (stereo not given)	i	38	-19	733	15%	-1.3	778	0.9	i	3	1.1	966	2.7	2.2	2.1	0%
12	CCOc1ccc(-c2cn3ccccc3n2)cc1	i	57	28	750	4%	·	·	1.1	i	3	-0.2	1549	1.9	2.7	24	0%
13	CCOc1ccccc1N=c1oc2cc(O)ccc2cc1C(=O)NCC1CCCO1 (stereo not given)	i	45	-7	818	13%	-1.1	819	1	i	-4	3.4	995	1.1	2.2	0.6	12%
14	CC12C=CC3(O1)C(C(=O)N(c1cccnc1)C3C(=O)NC1CCCCC1)C2C(=O)Nc1ccccc1 (stereo not given)	i	22	6	737	-2%	-0.58	1034	1.1	i	-13	-2.2	1143	0.9	1.7	6.9	1%
15	CC(C)(C)NC(=O)C(=O)NNC(=O)c1cccc(Br)c1	i	18	-31	690	6%	1	1330	1.5	i	19	-1.3	1088	2.7	2.0	2.7	2%
16	O=C(CN(CC1CCCO1)C(=O)CNS(=O)(=O)c1ccccc1)NCc1ccccc1 (stereo not given)	i	61	-15	698	-3%	-0.1	1207	1.1	i	-2	·	·	2.0	2.2	16	-5%
17	O=S(=O)(c1cccc(-c2nnc(SCc3nc4ccccc4s3)o2)c1)N1CCOCC1	i	27	·	·	-30%	1.1	1332	1	i	32	4.5	1419	2.7	1.2	10	-5%
18	Cn1c(=O)[nH]c(=O)c2c1nc(N1CCN(Cc3ccccc3)CC1)n2CCCc1ccccc1	i	13	·	·	-9%	1.4	1339	0.9	i	7	-5.4	645	4.9	1.4	3.8	-16%
19	Cn1cnc(NCc2ccccc2)c1[N+](=O)[O-]	i	25	-8	736	·	-0.13	1152	·	·	·	0.0	1357	·	·	·	·
20	O=C(O)c1cccc(C(=O)Nc2cccc(NC(=O)C3CCCO3)c2)c1 (stereo not given)	i	38	5	763	-2%	0.3	1204	1	i	8	1.0	920	3.8	2.6	9.9	1%
21	Cc1cccc(S(=O)(=O)CC(=O)Nc2nc(-c3ccccc3)cs2)c1	i	7	·	·	2%	-0.08	825	1.2	i	-10	·	·	0.8	0.8	2.3	-3%
22	Cc1ccc2[nH]c(=O)c(CN(Cc3cccnc3)Cc3nnnn3CC3CCCO3)cc2c1 (stereo not given)	i	52	-3	638	·	-0.35	905	·	·	·	-1.0	1320	·	·	·	·
23	O=C(NC(=S)NCCc1ccccc1)c1ccccc1	i	7	·	·	14%	-0.04	1483	1	i	-25	-1.7	1429	2.6	1.5	5.8	21%
24	N/C(=N\OC(=O)CCCOc1ccccc1)c1cccc(Br)c1	i	56	-4	705	6%	0.36	1667	1.1	i	12	-0.2	1041	4.8	1.4	11	3%
25	COc1ccc(-c2ccc(-c3nnc(-c4cc(OC)ccc4OC)o3)cc2)cc1	i	19	·	·	0%	-1.8	881	1.1	i	1	-3.6	1045	2.4	2.4	7.1	-2%
26	CCc1ccc(NC(=O)Cc2c(C(=O)O)n(C)c3ccccc23)cc1	i	27	20	685	-9%	0.19	1180	1	i	4	-0.3	1116	0.9	1.9	2.2	-23%
27	Cc1c(NC(=O)COC(=O)c2cc3c4ccccc4n(C)c3s2)c(=O)n(-c2ccccc2)n1C	i	36	·	·	-76%	1.1	1260	1.1	i	46	2.3	1375	7.2	3.4	16	-22%
28	Cc1cccc(CS(=O)(=O)Cc2ccc(C(=O)NCCCN3CCCC3)o2)c1	i	44	-10	803	1%	-0.4	920	1.1	i	0	·	·	1.4	1.7	6.1	1%
29	CN(c1ccc(OCC(=O)NCc2cccnc2)cc1)S(=O)(=O)c1ccc(Cl)cc1	i	24	-6	672	-1%	0.17	1229	1	i	12	9.6	998	4.8	3.2	5.3	-8%
30	Cc1ccc(NC(=O)COC(=O)CN2C(=O)c3ccccc3C2=O)cc1S(=O)(=O)N(C)C	i	36	11	689	-12%	0.64	1248	1	i	8	-0.3	1113	2.5	1.2	8.4	-9%
31	Cc1ccc(Nc2nc(Cl)c(C=O)s2)cc1	i	23	-6	630	·	0.36	1332	·	·	·	-0.1	1152	·	·	·	·
32	Cc1cnc(C(=O)Oc2c(C)ccc(C)c2C)cn1	i	46	-2	746	-1%	-0.22	1217	1.1	i	-3	·	·	2.1	2.8	5.0	1%
33	COc1cc(C=O)c(Br)cc1OCc1ccc(C)cc1	i	67	·	·	8%	0.4	1505	1.1	i	-3	-0.2	1461	1.0	1.3	9.5	17%
34	Cc1nc2c(C)cccc2c2c1CCS2	i	16	-4	713	·	-0.21	1046	·	·	·	-0.3	1367	·	·	·	·
35	COc1ccc(C(=O)NNC(=O)c2ccc(S(=O)(=O)N3CCOCC3)cc2)cc1	i	54	-15	680	-10%	-0.89	1293	1.2	i	40	0.2	1104	3.1	2.3	7.4	-5%
36	COc1ccc(OC(C)C(=O)Nc2cccnc2)cc1 (stereo not given)	i	39	1	819	2%	0.24	1254	1.1	i	-16	·	·	3.5	0.8	7.3	1%
37	Cc1nc2ccc(NC(=O)c3ccc(Cl)s3)cc2s1	i	33	·	·	1%	-1.3	966	1.2	i	-1	·	·	3.0	3.6	5.8	6%
38	O=C(CNC(=O)c1ccccc1)OC(C(=O)c1ccccc1)c1ccccc1 (stereo not given)	i	29	-12	660	1%	-0.47	1507	1.1	i	0	-0.3	1088	4.2	1.5	6.8	13%
39	Cc1cccc(NC(=S)NCCC(C)C)c1	i	7	-27	601	-1%	1.4	1125	1.1	i	3	-2.2	907	1.4	1.8	14	-2%
40	O=S(=O)(c1ccc(Cl)cc1)n1c(Cc2ccccc2)nc2ccccc21	i	52	-3	665	-15%	-0.26	1244	0.8	i	-19	-1.4	918	5.7	2.8	4.8	-10%

# Another view of some results above:
21: Cc1cccc(S(=O)(=O)CC(=O)Nc2nc(-c3ccccc3)cs2)c1
28: Cc1cccc(CS(=O)(=O)Cc2ccc(C(=O)NCCCN3CCCC3)o2)c1

assay / entry | 21 | 28
T cell modulator | i | i
T cell modulator vesicle-bound % | 7 | 44
Hep lipid drop | · | -10
Hep lipid drop cells 6.5 µM | · | 803
human PMI inhibitors | 2% | 1%
Insulin prom up | -0.08 | -0.4
Insulin prom up cell count | 825 | 920
TNAP activators | 1.2 | 1.1
Autophagy mod | i | i
Autophagy mod cell loss 18 h | -10 | 0
bCat nuc transl | · | ·
bCat nuc transl cell count 5 µM | · | ·
MT stabilize HCS | 0.8 | 1.4
MT stabilize HCS Hoechst-high % | 0.8 | 1.7
MT stabilize HCS cytotoxicity % | 2.3 | 6.1
PMI inhibitors | -3% | 1%

# Next part
item	structure	T cell modulator	T cell modulator vesicle-bound %	Hep lipid drop	Hep lipid drop cells 6.5 µM	human PMI inhibitors	Insulin prom up	Insulin prom up cell count	TNAP activators	Autophagy mod	Autophagy mod cell loss 18 h	bCat nuc transl	bCat nuc transl cell count 5 µM	MT stabilize HCS	MT stabilize HCS Hoechst-high %	MT stabilize HCS cytotoxicity %	PMI inhibitors
41	O=C1C(NS(=O)(=O)c2ccccc2)=C(N2CCN(c3ccc(F)cc3)CC2)C(=O)c2ccccc21	i	21	79*	682*	·	-0.24	1022	·	·	·	-0.1	1305	·	·	·	·
42	NC(=O)CC[C@@H]1NC(=O)[C@H](CO)NC(=O)c2cc([N+](=O)[O-])cc(I)c2NCC[C@@H](C(N)=O)NC1=O	i	43	3	752	-25%	0.84	1318	1	i	-11	·	·	2.0	3.0	14	-33%
43	COC(=O)c1cccc(NC(=O)CCCOc2cccc(C)c2)c1	i	48	·	·	0%	-0.21	933	1.1	i	2	·	·	0.9	1.3	20	0%
44	COc1cccc2c1OCC(CN1CCN(Cc3ccccc3)C(CCO)C1)=C2 (stereo not given)	i	28	6	700	12%	·	·	1	i	-8	0.9	1046	2.5	2.2	13	14%
45	Cc1ccc(S(=O)(=O)N2CCC(C(=O)N3Cc4ccccc4C3)CC2)cc1	i	39	·	·	10%	1.3	1119	1.1	i	-2	-5.5	860	1.5	1.4	4.4	-6%
46	CCc1ccc(C(=O)COC(=O)c2n[nH]c3ccccc23)cc1	i	5	-4	712	-5%	0.02	1286	1	i	-2	1.8	1093	2.5	1.6	5.2	0%
